Screening data: PubChem BioAssay, National Center for Advancing Translational Sciences (NCATS)
Nrf2 inh: blocks Nrf2 signaling. Potency, µM (highest dose often 46 µM), for the others: at the highest dose activity change, negative = inhibition, hits mostly inhibitors. AID 504444. 360,000 tested, 2.1% active. A549 ARE-Fluc reporter, luciferase luminescence, 18-24 h; note: potency is the fitted concentration of half-maximal effect; % is set by controls: 0 for no effect and ±100 for the full control effect; nearly all actives have a fitted effect of over 60% in size
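Concentration-response testing used A549 ARE_Fluc cells at 5000 cells/well. Following an 18-24 h compound incubation, viability was read by fluorescence (Ex 405/Em 525) and luciferase output by luminescence.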
Akt phos inh: blocks phosphorylation of Akt; 360,000 tested, 0.32% active; activity change, % for hits at 50 µM; Neuro2A IGF-stimulated pAkt S473 HTRF, 20 min; stronger effect = lower value; in the data active = activity change below about -80%; inconclusive = mostly about -51% to -80%; note: % is set by controls: 0 for no effect and ±100 for the full control effect
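Neuro2A cells (4,500/well, DMEM with 0.5% FBS) were treated with compound at a single 50 µM final concentration, stimulated with 6 nM IGF for 20 min at 37 °C, and lysed. Phospho-Akt Ser473 was read by HTRF as 665/615 ratio ×10^4.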
CCT chaperon mod: modulators of cytosolic chaperonin (CCT/TRiC) activity; AID 651819; 360,000 tested, 0.3% active; activity change, % (concentration not given with the values), hits read low; purified chaperonin ATPase assay, HTRF ADP detection, 30 min; in the data active = activity change below about -30%; note: % is set by controls: 0 for no effect and ±100 for the full control effect
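We incubate TRiC, 40 or 20 nM final, with library compounds at 76 uM and 10 uM ATP for 30 min at 37 °C. ADP formed is detected with Transcreener HTRF reagents after 30 min at room temperature.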
Nrf2 activator: activators of Nrf2 (ARE) signaling; AREc32 ARE-luciferase reporter (MCF7-derived line), luminescence, 24 h; Potency, µM (series often up to 46.1 µM), for inactives: top-dose activation, actives largely listed as activators; 410,000 tested, 0.31% active; AID 624171; note: potency is the fitted concentration of half-maximal effect; % of control where 0% means no effect; nearly all actives have a fitted effect of over 65% in size
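AREc32 cells carrying an ARE-driven firefly luciferase, 1000 cells/well in OPTI-MEM with 5% FBS, dosed after overnight attachment and incubated 24 hr at 37 deg C. Steady-Glo luminescence read after 30 min at RT.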
A549 viability: counter-screen for Nrf2 inhibitors: cytotoxicity in A549 cells. Potency, µM (doses to about 46 µM), for the others: at the top dose activity change, negative = cytotoxicity, hits mostly inhibitors. A549 ARE-Fluc cells, CellTiter-Fluor viability, 18-24 h. AID 504648. 390,000 tested, 0.16% active; note: potency is the fitted concentration of half-maximal effect; % is set by controls: 0 for no effect and ±100 for the full control effect
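A549 ARE_Fluc cells in 5% FBS OPTI-MEM were exposed to compounds in concentration-response for 18-24 h at 37 deg C. Viability was read by CellTiter-Fluor fluorescence (Ex 405/Em 525) after 30 min, before the luciferase read.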
EPAC2 ag: EPAC2 (human) agonism. Q8WZA2. EPAC2 activation, biochemical qHTS; response scale: 100% = 6.5 mM cAMP response. Potency, µM (doses to about 154 µM), without a hit: at the top dose activation, actives largely listed as activators. 360,000 tested, 0.079% active. AID 720711; note: potency is the fitted concentration of half-maximal effect; nearly all actives have a fitted effect of over 50% in size
Target sequence (Q8WZA2 whole entry, looked up): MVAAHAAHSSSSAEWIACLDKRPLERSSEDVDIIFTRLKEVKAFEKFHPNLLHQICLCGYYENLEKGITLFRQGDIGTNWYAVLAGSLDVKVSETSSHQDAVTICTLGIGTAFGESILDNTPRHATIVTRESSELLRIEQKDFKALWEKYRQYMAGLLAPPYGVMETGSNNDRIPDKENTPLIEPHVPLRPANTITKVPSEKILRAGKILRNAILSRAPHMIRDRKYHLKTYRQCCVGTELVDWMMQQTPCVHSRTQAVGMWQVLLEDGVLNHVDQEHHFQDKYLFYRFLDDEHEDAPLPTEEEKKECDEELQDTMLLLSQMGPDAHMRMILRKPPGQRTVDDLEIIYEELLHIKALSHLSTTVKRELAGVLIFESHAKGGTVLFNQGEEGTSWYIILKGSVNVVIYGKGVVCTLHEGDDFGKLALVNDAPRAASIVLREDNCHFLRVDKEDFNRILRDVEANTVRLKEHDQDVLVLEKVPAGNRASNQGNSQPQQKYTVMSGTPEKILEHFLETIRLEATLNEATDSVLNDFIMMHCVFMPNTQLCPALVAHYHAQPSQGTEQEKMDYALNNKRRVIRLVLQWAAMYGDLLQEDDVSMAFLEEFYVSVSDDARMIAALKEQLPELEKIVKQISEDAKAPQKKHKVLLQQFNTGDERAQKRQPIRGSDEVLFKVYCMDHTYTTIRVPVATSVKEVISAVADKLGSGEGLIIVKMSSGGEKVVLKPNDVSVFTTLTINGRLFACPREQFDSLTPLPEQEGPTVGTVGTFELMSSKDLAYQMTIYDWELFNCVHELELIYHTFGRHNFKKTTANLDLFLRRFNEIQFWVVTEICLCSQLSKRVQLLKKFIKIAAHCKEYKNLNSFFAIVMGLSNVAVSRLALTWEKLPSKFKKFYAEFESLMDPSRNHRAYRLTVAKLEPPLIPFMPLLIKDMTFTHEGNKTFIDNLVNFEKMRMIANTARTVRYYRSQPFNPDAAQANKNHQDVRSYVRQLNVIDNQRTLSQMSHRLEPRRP
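Nucleotide exchange monitored as fluorescence drop when BODIPY-GDP leaves Rap1B. Reaction: 100 nM EPAC2, 250 nM RAP1B-BODIPY-GDP, 50 uM GDP, room temperature, kinetic read over 30 min. Activity expressed relative to 6.5 mM cAMP.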
MmCpn inh: inhibitors of Methanococcus maripaludis chaperonin (MmCpn); AID 504842; 330,000 tested, 0.031% active; Potency, µM (titrated, usually from 76.9 µM), for the others: at the highest dose activity, negative = inhibition, usual class: inhibitors; purified Mm-Cpn ATPase, ADP Transcreener TR-FRET; note: potency is the fitted concentration of half-maximal effect; % is set by controls: 0 for no effect and ±100 for the full control effect; nearly all actives have a fitted effect of over 80% in size
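Eu-cryptate anti-ADP/ADP-d2 competition gives a ratio inversely related to ADP. Enzyme at 25 nM was pre-exposed to compound for 10 min, then given 10 uM ATP for 30 min, 37°C throughout.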
TGFb inhibitor: blocks TGF-b signaling; HepG2 CAGA-GFP TGF-b/SMAD3 reporter, GFP fluorescence, 18 h; TGF-beta stimulated, 500 pg/mL final; 410,000 tested, 1.2% active; Potency, µM (titrated, usually from 46.1 µM), for the others: at the top dose activity, negative = inhibition, usual class: inhibitors; AID 588855; note: potency is the fitted concentration of half-maximal effect; % is set by controls: 0 for no effect and ±100 for the full control effect; nearly all actives have a fitted effect of over 65% in size
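Per well, imaged GFP fluorescence of HEPG2 CAGA-GFP cells gives the signal; cells get compound, then TGF-beta (500 pg/mL final), 18 h at 37 degrees C; %Activity versus -TGF-beta and +DMSO controls.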
EPAC2 antag: blocks human EPAC2 exchange factor. Q8WZA2. EPAC2 GEF exchange of Rap1B-BODIPY-GDP, fluorescence. Potency, µM (top dose mostly 114 µM), for inactives: at the highest dose activity, negative = inhibition, actives largely listed as inhibitors. 360,000 tested, 0.18% active. AID 720708; note: potency is the fitted concentration of half-maximal effect; % is set by controls: 0 for no effect and ±100 for the full control effect; nearly all actives have a fitted effect of over 45% in size; many of its hits are not listed in these tables
Active calls of the source: *; i = inactive; ? = inconclusive; / = no result given; [ ] = another dose, or the depositor's remark. Unless noted, calls come from the whole dose curve; as a rule, active = well fitted curve in the direction sought with a large enough effect; inconclusive = small, poorly fitted or top-dose-only effect, or another doubt; inactive = no such curve, though single readings can be large; an effect the other way counts as inactive or inconclusive.

SMILES	Nrf2 inh	Akt phos inh	CCT chaperon mod	Nrf2 activator	A549 viability	EPAC2 ag	MmCpn inh	TGFb inhibitor	EPAC2 antag
O=C(Cc1ccc(Cl)cc1)N1CCN(c2ccccc2)CC1	-13.6%	i	2.7	0.3%	1.1%	6.2%	1.7%	-15.3%	-1.7%
C=CC[C@H](CC(=O)N(CCO)Cc1ccccc1)C(=O)N[C@H](COC(=O)[C@@H](CC=C)Cc1ccc(F)cc1)C(C)(C)C	?	i	-0.6	-1.9%	-6.1%	-2.0%	-3.6%	?	-9.3%
CCSC1=NCCN1S(=O)(=O)c1ccc2ccccc2c1	-24.9%	i	-1.8	-1.4%	0.0%	21.2%	2.7%	-11.6%	-11.3%
COc1ccc(/C=N/S(=O)(=O)c2ccc(C)cc2)cc1	5.9%	i	-0.1	4.6%	-0.8%	3.2%	-0.2%	14.6%	4.4%
c1ccc2[nH]c(CSc3nc4ccccc4s3)nc2c1	-46.4%	i	-0.1	9.0%	-11.7%	13.7%	-0.9%	-12.7%	-1.4%
O=C(C1=C(O)C(=O)N(Cc2ccccc2)C1c1cccnc1)c1ccco1 (stereo not drawn)	1.7%	i	-0.5	-0.2%	-2.0%	3.9%	/	21.3%	4.6%
O=c1c2c(nc3nc[nH]n13)CCC2	27.9%	i	-0.3	0.1%	-2.4%	6.3%	1.3%	6.1%	10.0%
CCCOc1cccc(C(=O)N(Cc2ccc(OC)c(OC)c2)C2CCS(=O)(=O)C2)c1 (stereo not drawn)	18.6%	i	0.1	-1.0%	-2.0%	9.0%	0.0%	1.1%	10.2%
CSc1nc(C)cc(Nc2c(C)cc(C)cc2C)n1	?	/	/	-0.9%	0.3%	/	/	?	/
C#CCNC(=O)C1=C[C@@H](c2ccc3c(c2)OCO3)C[C@@H](OCc2ccc(CO)cc2)O1	6.9%	i	-1.2	0.8%	2.0%	9.5%	/	?	-16.2%
C#CCN(C[C@H]1[C@H](OC(=O)NCc2ccco2)[C@H](OC(=O)NCc2ccco2)C[C@H]2C(=O)N(c3ccccc3)C(=O)[C@@H]12)S(=O)(=O)c1ccc(C)cc1	/	i	2.0	3.2%	/	9.3%	/	13.0%	-4.8%
CC(CC(=O)Nc1nnc(CC(C)(C)C)s1)c1ccccc1 (stereo not drawn)	16.4%	i	-1.0	1.9%	12.1%	1.3%	-1.0%	4.3%	-3.8%

Structural class, the compounds so far containing an NH in an aromatic ring
SMILES	Nrf2 inh	Akt phos inh	CCT chaperon mod	Nrf2 activator	A549 viability	EPAC2 ag	MmCpn inh	TGFb inhibitor	EPAC2 antag
c1ccc2[nH]c(CSc3nc4ccccc4s3)nc2c1	-46.4%	i	-0.1	9.0%	-11.7%	13.7%	-0.9%	-12.7%	-1.4%
O=c1c2c(nc3nc[nH]n13)CCC2	27.9%	i	-0.3	0.1%	-2.4%	6.3%	1.3%	6.1%	10.0%

(continued)
SMILES	Nrf2 inh	Akt phos inh	CCT chaperon mod	Nrf2 activator	A549 viability	EPAC2 ag	MmCpn inh	TGFb inhibitor	EPAC2 antag
COc1c(F)c(F)c(C(=O)Nc2ccccc2N2CCN(C(=O)C(C)C)CC2)c(F)c1F	0.0%	/	-0.8	9.0%	-1.8%	-2.0%[15.6 µM]	-0.7%	18.9%	-6.7%
CN(Cc1ccccc1)C(=O)CNC(=O)C12CC3CC(CC(C3)C1)C2	9.1%	i	-1.0	-0.5%	1.1%	5.6%	0.5%	-5.1%	-16.2%
CCOc1ccc(-c2nonc2NC(=O)c2oc3cc(C)ccc3c2C)cc1	?	/	/	4.1%	1.5%	/	/	-7.5%	/
C=C(C)CN1C(=O)C2(OCCO2)c2ccccc21	-15.9%	i	1.5	-0.1%	3.1%	-1.0%	1.1%	-19.6%	9.6%
CCCCNC(=S)N1CCn2cccc2C1c1ccccc1 (stereo not drawn)	?	i	1.1	3.0%	-7.2%	4.7%	2.0%	-10.3%	-19.8%
CCC1Oc2ccc(C)cc2N(CC(=O)NCCCN2CCOCC2)C1=O (stereo not drawn)	1.3%	i	0.9	-0.5%	0.9%	-2.8%	2.3%	27.2%	1.8%
O=C(NCc1cccnc1)Nc1cccc(Cl)c1	22.6%	i	-0.8	3.1%	6.7%	11.0%	-3.9%	-5.0%	-7.6%
C=CCOc1cccc(CNc2cccc(C(=O)O)c2)c1	-0.2%	i	-4.2	-1.0%	1.3%	7.7%	-0.7%	-3.7%	4.6%
CC(C)=C1C2CCC1C1C(=O)N(c3nc(-c4ccccc4)c(C)s3)C(=O)C21 (stereo not drawn)	0.5%	i	1.2	-0.4%	-0.4%	6.1%	3.1%	-2.9%	-0.6%
CN=CC1=C(O)c2ccccc2C1=O	-1.3%	i	-0.6	-0.1%	-2.5%	-3.6%	-0.4%	18.3%	9.5%
CC1N(O)C(c2ccc(Cl)cc2Cl)N(O)C1(C)C (stereo not drawn)	17.3%	/	1.0	-1.1%	-5.8%	29.8%[15.6 µM]	-1.7%	?	0.0%
NC(=O)C1CCN(C(=O)C2CC(=O)N(c3ccc4c(c3)OCCO4)C2)CC1 (stereo not drawn)	1.2%	i	-0.8	-0.2%	-5.0%	-1.9%	0.9%	10.1%	20.7%
COc1ccc(-c2nn(-c3ccccc3C)cc2CNC(C)Cn2cncn2)cc1F (stereo not drawn)	1.2%	i	-8.2	0.5%	-10.7%	1.6%	-2.9%	-1.1%	-1.7%
COC(=O)c1c(NC(=O)CSc2nnc(-c3ccco3)n2C)sc(C)c1C	0.8%	i	-2.0	8.5%	-2.0%	-8.0%	-0.7%	20.3%	-2.0%
COc1ccc(C)cc1NC(=O)CN1C(=O)C(=O)N(C2CCCC2)C1=O	-0.8%	i	-2.4	-1.6%	2.3%	7.5%	1.0%	6.4%	9.0%
COc1ccc(/C(O)=C2/C(=O)C(=O)N(CCCC(=O)O)C2c2ccc(OC)cc2)cc1 (stereo not drawn)	14.4%	i	0.0	-0.5%	-6.2%	-0.9%	-1.2%	13.0%	1.4%
CCC(=O)NC(C)C(c1cccs1)N1CCN(c2ccccc2)CC1 (stereo not drawn)	3.5%	/	2.0	-0.5%	-4.6%	7.2%	-0.8%	-11.6%	0.6%
COC(=O)c1ccc(CN2CCCC(CO)(Cc3ccccc3F)C2)cc1 (stereo not drawn)	8.9%	i	-0.8	-0.2%	-0.6%	9.5%	-3.1%	-14.3%	-2.9%
Nc1nc(Nc2ccc(Cl)cc2)nc2ccccc12	?	i	-0.3	-0.2%	5.1%	3.5%	-0.4%	17.8µM*	-13.3%
Cc1cc(NC(=O)CSc2nnc(C3COc4ccccc4O3)o2)no1 (stereo not drawn)	/	i	2.1	-1.0%	0.2%	13.1%	-2.3%	-7.9%	21.9%
CCN(CC(=O)N1CCN(Cc2ccccc2)CC1)S(=O)(=O)c1ccc(F)cc1	13.3%	i	0.8	0.4%	6.4%	-7.9%	0.6%	0.7%	5.6%
CC1CCCN(C(=O)c2ccncc2)C1 (stereo not drawn)	3.1%	i	0.1	-0.1%	-2.9%	-3.0%	-0.3%	-0.3%	5.2%
COc1ccc(S(=O)(=O)N2CCCCC2)cc1NC(=O)Cc1ccsc1	-26.7%	i	-1.9	-0.2%	-0.4%	2.0%	0.7%	4.7%	-1.9%
Cc1cc(-c2csc(Nc3ccccn3)n2)ccc1F	?	i	-0.7	?	2.4%	22.5%	-0.5%	?	-11.2%
Cc1nonc1C(=O)N/N=C/c1ccc(O)cc1O	?	i	1.5	0.4%	?	5.7%	-14.2%	-27.7%	4.8%
CN1C(=O)/C(=C/c2ccc(C(=O)Nc3ccc(O)cc3C(=O)O)cc2)SC1=S	4.1%	i	1.6	-0.1%	-8.4%	22.8%	-0.9%	9.6%	5.9%
Cn1nc(C(=O)NCc2ccc(F)cc2)c2c1-c1ccccc1S(=O)(=O)C2	10.3µM*	i	0.1	-3.5%	-10.2%	10.4%	0.2%	7.9%	-9.9%
CCOC(=O)C1=C(COC(=O)/C=C/c2cccc(F)c2)NC(=O)NC1C (stereo not drawn)	-16.0%	i	1.2	22.5%	5.9%	2.2%	-1.2%	0.0%	-3.1%
COc1cc(C(=O)OC(C)CN2CCN(C)CC2)cc(OC)c1OC (stereo not drawn)	4.4%	i	-0.9	-0.5%	1.8%	4.0%	-3.7%	8.4%	-1.6%
COc1ccc(C(=O)NCC(=O)OCC(=O)N(C)c2ccccc2)cc1	-25.2%	i	-0.6	0.2%	0.6%	2.6%	0.5%	10.2%	-5.4%
COc1ccc(NS(=O)(=O)c2c(C)[nH]c(=O)[nH]c2=O)cc1OC	1.4%	i	-0.4	1.3%	0.8%	-0.6%	-1.0%	3.5%	-1.7%
COc1cccc2c3c(c(C)nc12)CCN3c1ccccc1	-6.4%	i	2.2	5.5%	-15.9%	-0.7%	-5.9%	-17.0%	13.7%
CC(=O)c1cccc(NC(=O)C2CCCN(S(=O)(=O)c3cccc4nonc34)C2)c1 (stereo not drawn)	-8.6%	i	-0.5	5.1%	-3.5%	1.8%	-9.5%	23.7%	10.7%
O=C(NC1CC1)C1CCN(C2CCN(C(=O)CC3=CCCCC3)CC2)CC1	-14.1%	i	1.2	2.4%	-4.1%	-2.2%	1.9%	0.6%	-0.3%
Cc1ccc(S(=O)(=O)Nc2cc(=O)[nH]c(SCC(=O)Nc3ccccc3C(F)(F)F)n2)cc1	4.5%	i	-0.2	-1.1%	3.1%	11.6%	0.0%	12.6%	-5.2%
O=C1NC(c2cccs2)Nc2sc3c(c21)CCCC3 (stereo not drawn)	/	i	-93.8*	17.6%	-3.4%	-4.5%	1.7%	23.3%	1.1%

The list is partial; the hit share may differ from the screen's.
